UBC9 SUMO inh: inhibitors of human SUMOylation (UBC9); HTRF SUMOylation assay, SAE1/SAE2 + UBC9, in vitro; 290,000 compounds, 0.36% hits; inhibition, % at 35 µM; AID 2006; in the data active = inhibition above about 50%, passing the limit was not always enough; also: strong numbers were not always called active
VIM-2 inh: inhibitors of Pseudomonas aeruginosa VIM-2 metallo-beta-lactamase | purified VIM-2, nitrocefin hydrolysis, epi-absorbance fluorescence | 290,000 compounds, 0.89% hits | inhibition, % at 5.6 µM;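 active = inhibition above the mean of all tested compounds plus 3 SD, cutoff set per screening run, cut at about 7.5% in these data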;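 also: red hydrolysis product quenches plate fluorescence so inhibitors raise well fluorescence; 0% = enzyme with DMSO and 100% = DMSO without enzyme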
CRFR2-BP antag: blocks CRF-induced signaling of the CRF-BP/CRF-R2 complex | 350,000 compounds, 0.59% hits | AID 588475 | HEK293 CRF-R2/CRF-BP, CRF-induced calcium fluorescence | inhibition, % at 11.8 µM;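 active = inhibition of the ligand-induced calcium signal above about 50% at the single tested concentration, limit read from the data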
HCV NS3 hel inh: blocks Hepatitis C virus NS3 helicase unwinding; inhibition, % at 10.9 µM; NS3 helicase DNA unwinding, Cy5 molecular beacon fluorescence; AID 1800; 290,000 compounds, 0.56% hits;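 active = inhibition above the mean of all tested compounds plus 3 SD, set per campaign, cut at about 35% in these data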;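 also: 0% = DMSO wells and 100% = thioflavine S control wells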
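Measured by: Cy5 fluorescence, 0 and 60 min reads / Assay system: NS3 helicase fragment of HCV / Control set: low DMSO, high thioflavine S at 110 µM / Times: 1 h reaction at 25 °C, ATP-initiated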
IDE cell activ: boosts human insulin-degrading enzyme activity in HEK cells; P14735; FAbeta-B cleavage, fluorescence polarization; 0% vehicle, 100% cell-free pure enzyme wells; activation, % at 5.96 µM; 340,000 compounds, 0.073% hits; AID 493087;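 active = activation above the mean of all tested compounds plus 3 SD, set per screening campaign, cut at about 17% in these data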
pCIP destab: p/CIP protein destabilization | Q05BA5 | F442A p/CIP-EGFP cells, EGFP fluorescence, 16 h | decrease of EGFP signal, % at 10 µM | 290,000 compounds, 0.01% hits | AID 1984;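 active = EGFP signal decrease of at least 30% at 10 µM or well 3 SD below plate mean, unless failing retest; inactive = the rest, including hits failing retest or dose response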; also: some compounds called inactive have numbers as strong as hits; many of its hits are not listed in these tables
IDE cell inh: inhibitors of human insulin-degrading enzyme in cells. P14735. HEK cells, FAbetaB cleavage, fluorescence polarization. inhibition, % at 5.59 µM. 320,000 compounds, 0.41% hits. AID 434962;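 active = percent inhibition above the average of all tested compounds plus 3 SD, set per screening campaign, cut at about 16% in these data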;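 also: IDE supplied by intact live HEK cells; FP after avidin binding of uncleaved biotin substrate so inhibition keeps polarization high; 0% = DMSO wells and 100% = 60 µM reference IDE inhibitor Ii1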
IMP-1 inhibitor: blocks Pseudomonas aeruginosa IMP-1 metallo-beta-lactamase. purified IMP-1, nitrocefin hydrolysis, epi-absorbance fluorescence. inhibition, % at 5.6 µM. 290,000 compounds, 0.45% hits. AID 1556;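 active = inhibition above the mean plus 3 SD of all compounds in the same screening run, cut at about 4.5% in these data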;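 also: 0% = IMP-1 with DMSO and 100% = DMSO wells lacking enzyme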
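Assay system: purified recombinant IMP-1 beta-lactamase. Input: IMP-1 0.2 nM before substrate addition. Buffer or medium: Zinc- and detergent-supplemented HEPES buffer, pH 7.1. Schedule: 25 °C, 15 min preincubation, 25 min reaction. Signal: Epi-absorbance fluorescence, 480 nm excitation, 530 nm emission. Evaluation: percent inhibition from optical density relative to buffer-blank wells.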
GalR3 antag: blocks the human galanin receptor 3 | AID 651719 | inhibition, % at 3 µM | HEK293 GalR3-CNG cAMP membrane potential fluorescence; galR3 body fused to GalR1 C-terminus | O60755 | 360,000 compounds, 0.44% hits;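 active = inhibition above the screen-wide average plus 3 SD, cut at about 13% in these data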;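 also: forskolin and galanin both at EC90 stimulate the cells; cAMP rise reported by CNG channel membrane potential dye signal; 0% = forskolin plus galanin with DMSO and 100% = forskolin alone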
* = called active by the depositor; x = no result given; & = joins results of further samples.

nr	SMILES	UBC9 SUMO inh	VIM-2 inh	CRFR2-BP antag	HCV NS3 hel inh	IDE cell activ	pCIP destab	IDE cell inh	IMP-1 inhibitor	GalR3 antag
1	Cc1nccn1CCCNC(=O)CC1C(=O)NCCN1Cc1ccc(Cl)c(F)c1 (stereo unspecified)	5	1.8	2	-3	3	-3	3	-2.2	-3
2	COCc1nnc(NC(=O)c2cc3ccccc3o2)s1	7	-3.3	-9	0	-2	-4	-2	-1.1	-5
3	COc1ccc(CCNC(=O)c2ccc(NC3=NC4CS(=O)(=O)CC4S3)cc2)cc1OC (stereo unspecified)	4	0.4	15	0	0	0	4	-3.2	3
4	CC(=O)CCc1c(C)c2cccc(C)c2[nH]c1=O	6	0.7	20	1	2	-11	1	-2.8	1
5	CCC(=O)Nc1ccc(C(=O)CSc2nnc(-c3ccccc3F)n2C2CC2)cc1	0	1.6	-23	52*	3	-4	1	5.5*	-1
6	O=C(NCc1ccco1)c1ccc(Br)c(S(=O)(=O)N2CCCCC2)c1	23	-1.9	-1	5	2	-5	-4	0.2	4
7	NC(=O)C1(N2CCCCC2)CCN(C(=S)NCCc2ccccc2)CC1	-1	0.8	-11	-4	5	1	3	-3.1	-7
8	COc1ccccc1/C=C/C(=O)/C=C/c1ccccc1O	35	0.9	3	1	-2	-9	x	-1.1	-6
9	O=C(CSc1ccc2ccccc2c1)NC1CCCc2ccccc21 (stereo unspecified)	8	-3.7	8	0	1	-11	10	-1.7	-8
10	CCC(=O)c1ccc(OCC(=O)OCC(=O)NCC2CCCO2)cc1 (stereo unspecified)	-1	-2.0	3	-3	-2	-10	0	-3.1	2
11	Cn1c(=O)c2c(SCc3cccnc3)nc(CC(C)(C)C)nc2n(C)c1=O	22	2.3	-66	-14	-7	-12	8	-0.9	x
12	CC(=O)Nc1ccc(S(=O)(=O)NC2C3(C)CCC(C3)C2(C)C)cc1 (stereo unspecified)	7	-2.3	-8	4	6	-4	x	-3.8	-10
13	CN(Cc1cnn(C)c1)C(=O)C1CCC(=O)N(Cc2cccc(F)c2)C1 (stereo unspecified)	5	-2.1	5	-2	5	1	3	-3.1	0
14	CC(=O)Nc1ccc(S(=O)(=O)Nc2ccccc2C(=O)N2CCCC2)cc1	3	-0.1	-8	5	4	-2	-2	0.3	-7
15	O=C(O)c1ccc(N(Cc2ccccc2)S(=O)(=O)c2ccccc2)cc1	-6&1	2.0&1.2	-2&10	7&5	-2	4&5	1&1	-3.0&-0.3	-7
16	COc1ccc(NC(=O)[C@@H](NC(=O)c2ccccc2)C(C)C)cc1S(=O)(=O)N1CCCCC1	-10	-3.4	8	15	-1	1	-4	-4.8	0
17	Cc1c(C(=O)NCCc2ccc(Cl)cc2)sc2nc3n(c(=O)c12)CCC3	x	-0.5	-6	-5	5	7	5	-0.8	3
18	O=C(CN1C(=O)/C(=C\c2cccc(Cl)c2)Oc2ccccc21)N1CCN(c2ccccn2)CC1	29	-1.2	x	10	x	-1	-1	-2.0	x
19	O=S(=O)(NCCOCCNS(=O)(=O)c1ccccc1)c1ccccc1	-10	-1.8	8	0	4	-26	5	-2.7	6
20	C=C(C)c1cccc(C(C)(C)NC(=O)N2CCN(C)CC2)c1	-19	-1.4	2	-5	1	-2	3	-3.3	-8
21	CCOC(=O)N1CC(=O)Nc2ccc(Br)cc2C1c1ccccc1 (stereo unspecified)	8	-1.9	-6	-11	3	-10	7	-3.7	9
22	COCCN(C(=O)COC(=O)c1nc(Cl)ccc1Cl)c1c(N)n(Cc2ccccc2)c(=O)[nH]c1=O	x	x	10	x	3	x	0	x	-3
23	Cc1cc(C)cc(NC(=O)CN(C)S(=O)(=O)c2cnc[nH]2)c1	-1	-3.2	6	-4	2	-13	1	-5.3	-2
24	O=C1C2C3c4ccccc4C(c4ccccc43)C2C(=O)N1c1cccnc1 (stereo unspecified)	-7	-2.7	22	1	2	-13	1	-3.6	-6
25	CC1CCN(C(=O)CCCC(=O)O)CC1	10	-0.4	-1	1	-3	-8	3	-1.8	-3
26	COc1cc(CNC(=O)CCn2nc(C)c3c(C)n(-c4ccccc4)nc3c2=O)cc(OC)c1OC	-5	-0.7	-2	3	7	2	0	-2.2	-4
27	Cn1nc(-c2ccccc2)c(C#N)c1Sc1cccc(Cl)c1	-27	-0.2	19	-2	5	-10	2	-0.5	1
28	O=[N+]([O-])c1ccc(-c2ccc(/C=N/Nc3nc(NCc4ccccc4)nc(N4CCOCC4)n3)o2)cc1	11	-2.9	-89	1	-1	-36	3	-3.3	-7
29	CS(=O)(=O)c1ccc(C(=O)OCC(=O)NCc2cccs2)cc1[N+](=O)[O-]	x	x	21	x	1	x	5	x	-10
30	Cc1ccc(C)c(S(=O)(=O)N2CCCC2CNC(=O)C(=O)NCc2ccco2)c1 (stereo unspecified)	x	x	-4	x	1	x	-4	x	-4

8 structures from above, ordered by SMILES length, high to low:
nr	SMILES	UBC9 SUMO inh	VIM-2 inh	CRFR2-BP antag	HCV NS3 hel inh	IDE cell activ	pCIP destab	IDE cell inh	IMP-1 inhibitor	GalR3 antag
26	COc1cc(CNC(=O)CCn2nc(C)c3c(C)n(-c4ccccc4)nc3c2=O)cc(OC)c1OC	-5	-0.7	-2	3	7	2	0	-2.2	-4
29	CS(=O)(=O)c1ccc(C(=O)OCC(=O)NCc2cccs2)cc1[N+](=O)[O-]	x	x	21	x	1	x	5	x	-10
30	Cc1ccc(C)c(S(=O)(=O)N2CCCC2CNC(=O)C(=O)NCc2ccco2)c1 (stereo unspecified)	x	x	-4	x	1	x	-4	x	-4
17	Cc1c(C(=O)NCCc2ccc(Cl)cc2)sc2nc3n(c(=O)c12)CCC3	x	-0.5	-6	-5	5	7	5	-0.8	3
24	O=C1C2C3c4ccccc4C(c4ccccc43)C2C(=O)N1c1cccnc1 (stereo unspecified)	-7	-2.7	22	1	2	-13	1	-3.6	-6
21	CCOC(=O)N1CC(=O)Nc2ccc(Br)cc2C1c1ccccc1 (stereo unspecified)	8	-1.9	-6	-11	3	-10	7	-3.7	9
27	Cn1nc(-c2ccccc2)c(C#N)c1Sc1cccc(Cl)c1	-27	-0.2	19	-2	5	-10	2	-0.5	1
8	COc1ccccc1/C=C/C(=O)/C=C/c1ccccc1O	35	0.9	3	1	-2	-9	x	-1.1	-6

Next records follow:
nr	SMILES	UBC9 SUMO inh	VIM-2 inh	CRFR2-BP antag	HCV NS3 hel inh	IDE cell activ	pCIP destab	IDE cell inh	IMP-1 inhibitor	GalR3 antag
31	O=C(CNC(=O)c1cccc([N+](=O)[O-])c1)OCCCC(=O)c1ccc(F)cc1	x	x	10	x	0	x	6	x	-5
32	O=C(COC(=O)/C=C/c1ccco1)Nc1ccc(F)cc1Cl	10	-4.2	10	0	4	-10	4	-3.9	-5
33	C=C(C)c1cccc(C(C)(C)NC(=O)N2CCN(c3ccc(OC)cc3)CC2)c1	-2	-1.0	3	-2	3	3	1	-3.2	-2
34	COc1ccc(C)cc1N(CC(=O)N/N=C/c1ccc2c(c1)OCO2)S(C)(=O)=O	-5	-0.1	9	-5	0	-25	-4	-3.0	-8
35	COn1c(C)c(C(C)=O)c2c3nonc3ccc21	46	-0.8	-5	8	3	-5	3	4.3	1
36	COc1cccc(CN2c3ccc(Br)cc3C(=O)CS2(=O)=O)c1	x	x	10	x	0	x	6	x	-3
37	COCCCN1C(=O)CC(C(=O)OC)=C1C	-4	-1.6	10	-2	3	-12	1	-2.9	-3
38	O=[N+]([O-])c1ccccc1CCc1cnc(Cl)s1	3	-4.3	-6	8	1	-4	2	-2.0	-6
39	COc1ccc2sc(N(CCCN(C)C)C(=O)c3ccc(S(=O)(=O)N4CCCc5ccccc54)cc3)nc2c1	x	x	-26	x	3	x	0	x	-3
40	O=c1[nH]c(=S)[nH]c2nc(-c3cccs3)cc(C(F)(F)F)c12	2	13*	0	12	-5	27	-2	-4.9	-9
41	Cc1cccc(OCCn2cnc(Cl)c2Cl)c1	-1	-3.4	13	1	4	3	2	-4.2	0
42	CCc1cccc(NC(=O)CC2Oc3ccccc3NC2=O)c1 (stereo unspecified)	-8	-1.1	-9	-6	3	2	-3	-0.8	-4
43	O=C(COc1ccc(S(=O)(=O)N2CCCC2)cc1)N1CCCC1	-1	-3.4	12	24	-2	-9	4	-1.3	-7
44	Cc1ccc(S(=O)(=O)Nc2ccc(Cl)cn2)cc1	8	-0.8	4	14	2	-6	1	-2.7	-8
45	Nc1cccc(/C=C/c2ccncc2)c1	36	-0.7	0	-1	2	-1	3	-2.2	-10
46	NC(=O)CSc1nnc(COc2ccccc2)n1N	-8	-2.4	-2	-1	-1	-6	-2	-1.0	-5
47	CCC1(C)OC(=O)NN(c2ccc(C)cc2)C1(C)O (stereo unspecified)	28	-0.1	-8	5	3	-2	0	-2.4	-1
48	CCCc1nnc(NC(=O)Cn2c(=O)oc3cc(Br)ccc32)s1	-11	-0.2	-61	8	-4	13	-3	-1.9	-2
49	O=S(=O)(c1cccs1)N1CN(Cc2cccs2)c2nc3ccccc3nc21	-8	-1.6	16	-5	-5	-4	3	-1.2	-2
50	CCOC(=O)C(NC(=O)Nc1ccc(Cl)cn1)(Oc1ccccc1)C(F)(F)F (stereo unspecified)	-7	-2.2	1	3	0	10	3	0.1	4
51	CC(=O)NC1(C(Cl)(Cl)Cl)Oc2ccccc2O1	-15	-1.2	13	3	-2	-7	-2	-0.7	5
52	CCN(CC)c1nc2nonc2nc1N(CC)CC	18	1.7	1	-12	1	-6	7	0.7	-5

Screening data from PubChem BioAssay.
